KCNH2 3.1 inh: qHTS for Inhibitors of KCHN2 3.1: Mutant qHTS. activity change, % (tested at about 1.8 µM). Potassium voltage-gated channel subfamily H member 2, brain isoform KCNH2 3.1 (human). AID 720553, 2013. actives 0.95% (n = 340,000). U2OS KCNH2 3.1, thallium flux FluxOr; active compounds read low;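 active means maximum activity change below -70%; inconclusive means maximum activity change from -70% to -50%; inactive means maximum activity change above -50%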;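 further: thallium influx rate constant from kinetic fluorescence after stimulation buffer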
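Thallium flux read-out: FluxOr dye with Red40 quencher in HBSS/HEPES, 45 min at RT. Rate constants from kinetic reads were normalized to positive and negative DMSO controls. Cells: U2OS virally expressing the 3.1 isoform.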
KCNH2 WT inh: qHTS for Inhibitors of KCHN2 3.1: Wildtype qHTS. AID 720551, 2013. actives 0.37% (n = 340,000). activity change, % at 1.84 µM. U2OS, BacMam KCNH2, thallium flux FluxOr; active compounds read low;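 active means maximum activity change below -70%; inconclusive means maximum activity change between -70% and -50%; inactive means maximum activity change above -50%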
Target sequence (Q12809 whole entry, looked up): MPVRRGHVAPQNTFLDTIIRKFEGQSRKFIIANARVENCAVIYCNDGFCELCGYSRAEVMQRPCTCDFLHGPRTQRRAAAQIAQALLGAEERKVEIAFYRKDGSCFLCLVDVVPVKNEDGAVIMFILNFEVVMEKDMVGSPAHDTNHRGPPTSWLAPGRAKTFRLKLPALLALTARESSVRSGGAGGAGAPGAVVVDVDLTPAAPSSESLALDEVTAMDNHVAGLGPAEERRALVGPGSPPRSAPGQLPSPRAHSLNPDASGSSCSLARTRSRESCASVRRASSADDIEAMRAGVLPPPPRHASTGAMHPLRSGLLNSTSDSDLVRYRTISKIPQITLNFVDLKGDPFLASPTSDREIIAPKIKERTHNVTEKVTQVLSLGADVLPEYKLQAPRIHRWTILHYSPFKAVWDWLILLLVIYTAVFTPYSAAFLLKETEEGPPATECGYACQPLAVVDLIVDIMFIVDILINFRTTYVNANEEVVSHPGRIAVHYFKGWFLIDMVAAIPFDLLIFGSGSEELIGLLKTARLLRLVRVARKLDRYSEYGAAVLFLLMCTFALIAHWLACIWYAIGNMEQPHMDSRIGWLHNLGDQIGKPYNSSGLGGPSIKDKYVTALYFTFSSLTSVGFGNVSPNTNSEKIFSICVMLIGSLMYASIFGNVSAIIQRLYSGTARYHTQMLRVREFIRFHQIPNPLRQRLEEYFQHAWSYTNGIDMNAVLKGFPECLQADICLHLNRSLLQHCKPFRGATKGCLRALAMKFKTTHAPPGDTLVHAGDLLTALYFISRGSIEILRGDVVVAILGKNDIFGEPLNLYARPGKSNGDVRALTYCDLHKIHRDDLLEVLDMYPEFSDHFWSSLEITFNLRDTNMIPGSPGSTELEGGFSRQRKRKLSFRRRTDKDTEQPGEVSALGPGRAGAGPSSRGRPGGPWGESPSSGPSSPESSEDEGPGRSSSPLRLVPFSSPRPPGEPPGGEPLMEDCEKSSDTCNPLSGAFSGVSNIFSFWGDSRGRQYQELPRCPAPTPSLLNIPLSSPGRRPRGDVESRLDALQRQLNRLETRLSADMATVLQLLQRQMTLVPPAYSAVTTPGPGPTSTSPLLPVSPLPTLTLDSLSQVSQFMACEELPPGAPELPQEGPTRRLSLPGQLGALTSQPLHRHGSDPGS
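U2OS cells transduced with wild-type KCNH2 virus are loaded with FluxOr dye for 45 min, and thallium flux is measured in kinetic reads before and after stimulation buffer. Rate constants are normalized to DMSO controls.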
An asterisk follows results filed as active; ? = inconclusive. On the % scale 0 is the no-effect control and ±100 the full control effect. An excerpt, so the mix of outcomes need not match the whole.

Every second line gives: KCNH2 WT inh	KCNH2 3.1 inh
1	C[C@@H](CO)NC(=O)c1[nH]cnc1C(=O)Nc1ccc(CNC(=O)OC(C)(C)C)cc1
→ 12.1	3.8
2	COc1ccc(CCn2c(C)cc(C(=O)COC(=O)c3ccc(O)cc3O)c2C)cc1
→ ?	2.3
3	Nc1ccc(S(=O)(=O)Nc2nccc(/C=C/c3cccc([N+](=O)[O-])c3)n2)cc1
→ 6.6	-4.5
4	N#CC1=C2CCCCC2(O)NC1=O (stereo not drawn)
→ -1.8	2.1
5	O=C1c2ccccc2C(=Cc2cccnc2)c2ccccc21
→ -8.0	6.6
6	CC1C(=O)N(Cc2cn(CC3CCCCC3)nn2)CCS(=O)(=O)N1Cc1ccc(-c2ccc(Cl)cc2)cc1 (stereo not drawn)
→ 4.6	-15.1
7	COc1ccc(S(=O)(=O)N2CCOC2CNC(=O)C(=O)NCCCN2CCCC2=O)cc1OC (stereo not drawn)
→ 2.5	0.9
8	CCCNC(=O)N(C)C[C@H]1Oc2ncc(Br)cc2C(=O)N([C@H](C)CO)C[C@H]1C
→ -9.0	-20.9
9	C[C@H]1CN([C@@H](C)CO)C(=O)c2cc(-c3cccc(F)c3)cnc2O[C@H]1CN(C)C(=O)c1cnccn1
→ -2.8	-5.9
10	CCCc1c(C(=O)N/N=C/C=C/c2ccccc2)nnn1-c1nonc1N
→ 13.3	-7.4

Screen by screen, as entered above.
Nos. 1 to 10 in KCNH2 WT inh read 12.1, ?, 6.6, -1.8, -8.0, 4.6, 2.5, -9.0, -2.8, 13.3
Nos. 1 to 10 in KCNH2 3.1 inh read 3.8, 2.3, -4.5, 2.1, 6.6, -15.1, 0.9, -20.9, -5.9, -7.4

Back to the main list, starting 6 compounds before the break.
Every second line gives: KCNH2 WT inh	KCNH2 3.1 inh
5	O=C1c2ccccc2C(=Cc2cccnc2)c2ccccc21
→ -8.0	6.6
6	CC1C(=O)N(Cc2cn(CC3CCCCC3)nn2)CCS(=O)(=O)N1Cc1ccc(-c2ccc(Cl)cc2)cc1 (stereo not drawn)
→ 4.6	-15.1
7	COc1ccc(S(=O)(=O)N2CCOC2CNC(=O)C(=O)NCCCN2CCCC2=O)cc1OC (stereo not drawn)
→ 2.5	0.9
8	CCCNC(=O)N(C)C[C@H]1Oc2ncc(Br)cc2C(=O)N([C@H](C)CO)C[C@H]1C
→ -9.0	-20.9
9	C[C@H]1CN([C@@H](C)CO)C(=O)c2cc(-c3cccc(F)c3)cnc2O[C@H]1CN(C)C(=O)c1cnccn1
→ -2.8	-5.9
10	CCCc1c(C(=O)N/N=C/C=C/c2ccccc2)nnn1-c1nonc1N
→ 13.3	-7.4
11	C[C@@H]1CN([C@@H](C)CO)C(=O)CCCn2cc(nn2)CO[C@H]1CN(C)S(=O)(=O)c1ccc2c(c1)OCCCO2
→ -0.7	-7.4
12	COc1ccc2c(C)cc(=O)sc2c1
→ -7.4	-7.0
13	Cc1cn([C@H]2C[C@H](O)[C@@H](CNCc3cnc(N4CCOCC4)s3)O2)c(=O)[nH]c1=O
→ -7.2	5.4
14	C[C@H](CO)N1C[C@H](C)[C@H](CN(C)Cc2ccncc2)Oc2cc(-c3ccccc3F)ccc2S1(=O)=O
→ -9.1	-7.7
15	CCN(CC)C(=O)C1=C(C)N(Cc2ccc(F)cc2)C(=O)C(CC(=O)NCCN2CCOCC2)C1 (stereo not drawn)
→ -0.2	22.3
16	CCN(CC)C(=O)C1=C(C)N(CCC2=CCCCC2)C(=O)C(CC(=O)NCc2cccs2)C1 (stereo not drawn)
→ 0.1	9.1
17	Cc1cccc(C)c1NC(=O)CN1CCN(C(=O)CCC(=O)N2CCC(c3ccccc3)=N2)CC1
→ -11.1	0.3
18	COc1cc(S(=O)(=O)N2CCN(C(=O)c3cccs3)CC2)ccc1NC(C)=O
→ -2.7	14.1
19	COc1ccc(NC(=O)N(C)[C@H]2C[C@H]3c4[nH]c5ccc(-c6cccc(C)c6)cc5c4CCN3C[C@H]2[C@H](C)O)cc1
→ -8.3	-26.1
20	CCNC(=O)N1C[C@H]2CON(C)[C@H]2C[C@H]1c1ccccc1Br
→ -0.8	13.3
21	C[C@@H]1CN([C@H](C)CO)C(=O)c2c(c3ccccc3n2C)-c2ccccc2CO[C@H]1CN(C)C(=O)CCC(F)(F)F
→ -11.7	-11.6
22	CCCCN1C(=O)C(CC(=O)NC2CC2)CC(C(=O)N2CCOCC2)=C1C (stereo not drawn)
→ -8.6	-2.7
23	COc1ccc(NC(=O)C[C@H]2C(=O)N(c3ccc(Br)cc3)C[C@@H]2c2ccc(OC)cc2)cc1
→ -2.6	-13.0
24	NC(=O)c1ccc(NC(=O)COC(=O)CCC2CCCC2)cc1
→ 10.7	1.5
25	COc1ccc([N+](=O)[O-])cc1NCc1c(F)cccc1F
→ 2.8	-2.6
26	Cc1ccc(NC(=O)c2cc(S(=O)(=O)NCC3CCCO3)ccc2F)cc1 (stereo not drawn)
→ -9.3	-3.2
27	CC1C(c2ccccc2)OCCN1C(=S)NC(=O)c1ccccc1 (stereo not drawn)
→ -1.5	-3.2
28	COC1=Nc2ccccc2/C=C\c2ccccc21
→ 28.8	4.7
29	COc1ccc(C=C2CS(=O)(=O)CC(=Cc3ccc(OC)cc3)C2=O)cc1
→ 3.6	-8.4
30	COc1ccccc1NS(=O)(=O)c1cc(N/C(=N/S(=O)(=O)c2ccccc2)c2ccc(F)cc2)ccc1Cl
→ -1.9	-7.6

2 entries from above, tab-delimited.
item	smiles	KCNH2 WT inh	KCNH2 3.1 inh
29	COc1ccc(C=C2CS(=O)(=O)CC(=Cc3ccc(OC)cc3)C2=O)cc1	3.6	-8.4
30	COc1ccccc1NS(=O)(=O)c1cc(N/C(=N/S(=O)(=O)c2ccccc2)c2ccc(F)cc2)ccc1Cl	-1.9	-7.6

More entries.
Every second line gives: KCNH2 WT inh	KCNH2 3.1 inh
31	Cc1ccc(S(=O)(=O)CCOC(=O)CNC(=O)OCc2ccccc2)cc1
→ -16.9	-3.5
32	c1ccc2c(C3OCC4(CCCC4)CO3)cccc2c1
→ 4.1	-7.5
33	C#CC(c1ccccc1)(c1ccccc1)n1ccnc1
→ 9.2	-0.1
34	Cc1ccc(S(=O)(=O)N2CCC(C(=O)N3CCCCCCC3)CC2)cc1C
→ -4.0	5.7
35	Cc1cccc(-c2ccc3[nH]c4c(c3c2)CCN2C[C@H]3[C@H](C)ON(C)[C@H]3C[C@@H]42)c1
→ 9.7	-24.4
36	COC(=O)c1ccccc1NC(=O)CSc1nc2ccsc2c(=O)n1Cc1ccc(C(=O)O)cc1
→ -11.9	-5.9
37	C[C@@H]1CCCCO[C@H](CN(C)C(=O)c2ccccc2)[C@@H](C)CN([C@H](C)CO)C(=O)c2cc(NC(=O)c3ccncc3)ccc2O1
→ -6.0	9.7
38	Cc1ccc(C)c(N2N=C(C(=O)OCc3nnc(-c4ccccc4Br)o3)CCC2=O)c1
→ 1.7	-2.9
39	Cc1c(C(=O)NNC(=O)c2ccccc2O)oc2ccccc12
→ 3.4	6.7
40	CCOC(=O)CCCCCC(=O)Nc1ccc2c(c1)C(=O)N([C@@H](C)CO)C[C@H](C)[C@H](CN(C)C(=O)Nc1ccc(C(F)(F)F)cc1)OCCCC[C@H](C)O2
→ 6.5	-3.7
41	COc1cc(C=NNC(=O)C(=O)Nc2cccc(Cl)c2)cc(OC)c1O
→ -4.1	6.5
42	Cc1noc(C)c1NC(=O)Nc1ccc2c(c1)C(=O)N([C@@H](C)CO)C[C@@H](C)[C@H](CN(C)C(=O)Nc1cccc3ccccc13)OCCCC[C@H](C)O2
→ -17.1	-30.0
43	COC(=O)[C@H]1C[C@H](OC(=O)NCc2ccccc2F)[C@@]2(O)CN(S(=O)(=O)c3ccc(C)cc3)CC2[C@H]1C(=O)OC (stereo partly drawn)
→ 4.5	2.5
44	C[C@H](CO)N1C[C@H](C)[C@@H](CN(C)C(=O)c2ccc3ccn(C)c3c2)OCc2cn(nn2)CCCC1=O
→ -11.1	10.0
45	O=[N+]([O-])c1cccc(CON=Cc2cc(Cl)ccc2O)c1
→ 0.1	-4.8
46	CCN(Cc1cnn(C)c1)C(=O)c1ccc2nc(Cc3ccccc3F)oc2c1
→ 1.3	0.1
47	CCN(CC(=O)Nc1c(F)cccc1F)C(=O)C1CCCO1 (stereo not drawn)
→ -3.5	10.6
48	Cc1ccccc1CC1(CO)CCCN(C(=O)c2ccoc2)C1 (stereo not drawn)
→ 6.6	-8.5
49	COc1cccc(NC(=O)Nc2ccc(F)cc2)c1
→ -7.7	0.8
50	CCCCN1C(=O)C(CC(=O)NCc2cccs2)CC(C(=O)N(C(C)C)C(C)C)=C1C (stereo not drawn)
→ -7.6	-4.9

Of the compounds above, these have a Cl atom.
Every second line gives: KCNH2 WT inh	KCNH2 3.1 inh
6	CC1C(=O)N(Cc2cn(CC3CCCCC3)nn2)CCS(=O)(=O)N1Cc1ccc(-c2ccc(Cl)cc2)cc1 (stereo not drawn)
→ 4.6	-15.1
30	COc1ccccc1NS(=O)(=O)c1cc(N/C(=N/S(=O)(=O)c2ccccc2)c2ccc(F)cc2)ccc1Cl
→ -1.9	-7.6
41	COc1cc(C=NNC(=O)C(=O)Nc2cccc(Cl)c2)cc(OC)c1O
→ -4.1	6.5
45	O=[N+]([O-])c1cccc(CON=Cc2cc(Cl)ccc2O)c1
→ 0.1	-4.8

(further entries)
Every second line gives: KCNH2 WT inh	KCNH2 3.1 inh
51	C[C@@H]1CN([C@H](C)CO)C(=O)c2cc(-c3ccccc3)cnc2O[C@@H]1CN(C)C(=O)C1CCOCC1
→ 8.9	20.8
52	Nc1ccn([C@@H]2O[C@H](CNCc3ccc(OCC(=O)Nc4nccs4)cc3)[C@@H](O)[C@H]2O)c(=O)n1
→ -13.8	4.9
53	C=CCSc1nnc(NC(=O)CCNC(=O)c2ccccc2Cl)s1
→ 5.1	-8.4
54	COC(=O)[C@H]1C[C@@]2(O)CN(S(=O)(=O)c3ccc(C)cc3)C[C@@]2(OC(=O)NCC2CCCCC2)C[C@H]1C(=O)OC
→ 8.7	4.8
55	C[C@@H]1Cn2cnc(C(=O)Nc3ccccc3)c2C(=O)N1
→ -3.0	-0.9
56	CC(C)Cc1nnc(NC(=O)c2ccc(-n3cncn3)c([N+](=O)[O-])c2)s1
→ -1.2	-8.0
57	COc1ccc(NC(=O)C[C@H]2C(=O)N(CCc3ccccc3)C[C@@H]2C)cc1
→ -25.6	5.8
58	C[C@H]1Cn2cnc(C(=O)Nc3cccc(Cl)c3)c2C(=O)N1
→ 1.7	-15.6
59	C/C(=N/NC(=O)c1nnn(-c2nonc2N)c1CSc1ccc(C)cc1)c1ccncc1
→ -2.5	3.9
60	COCC1CCCCN1C(=O)c1cc(COc2ccc(C)c(C)c2)on1 (stereo not drawn)
→ -11.8	5.8
61	O=C(Oc1ccc(-c2nnco2)cc1)c1cc(S(=O)(=O)N2CCOCC2)ccc1F
→ -8.6	-1.9
62	C[C@@H]1CN([C@@H](C)CO)S(=O)(=O)c2ccc(Br)cc2O[C@@H]1CN(C)C(=O)c1ccc(F)cc1
→ -7.4	-0.8
63	CN(Cc1ccccn1)C(=O)c1cc(COc2ccc(F)cc2Cl)on1
→ 18.4	23.0
64	O=C1c2ccccc2-c2cc(Br)ccc2NC1O (stereo not drawn)
→ -5.3	4.4
65	COc1ncnc2c1ncn2CCCN[C@H](C)c1cccc2ccccc12
→ -1.0	-6.3
66	O=C(COC(=O)/C=C/c1ccc(Cl)cc1)NCc1cccs1
→ 31.4	3.8
67	c1cncc(C2SCCCS2)c1
→ -17.1	-30.4
68	CC1(C)CNC(=S)N1Cc1ccccc1
→ -2.6	11.2
69	CC1C(=O)N(Cc2cn(CCC3OCCO3)nn2)CCS(=O)(=O)N1Cc1ccc(-c2ccncc2)cc1 (stereo not drawn)
→ -8.2	11.6
70	O=C(OCc1cn([C@@H]2CN(C(=O)c3cccs3)[C@@H](c3ccc(Cl)cc3)C[C@H]2O)nn1)c1ccccc1
→ 1.3	-16.9
71	CC(C)CC1C(=O)N(Cc2cn(CCC3OCCO3)nn2)CCS(=O)(=O)N1Cc1ccc(-c2ccccc2)cc1 (stereo not drawn)
→ -0.3	-14.9
72	C[C@@H]1ON(C)[C@H]2C[C@H]3c4[nH]c5ccccc5c4CCN3C[C@@H]12
→ -2.5	7.3
73	COc1ccc(-c2ccc(CN3C(C(C)C)C(=O)N(Cc4cn(CCC5OCCO5)nn4)CCS3(=O)=O)cc2)cc1 (stereo not drawn)
→ 1.3	5.0
74	Cc1cn([C@H]2C[C@H](O)[C@@H](CNCc3cccc(OC4CCCC4)c3)O2)c(=O)[nH]c1=O
→ -20.2	-11.1
75	CCCCc1ccc(-c2nn[nH]n2)nc1
→ -14.5	-16.4
76	CNC[C@H]1OCc2ccccc2-c2ccccc2C(=O)N([C@H](C)CO)C[C@H]1C
→ -28.7	25.3
77	CCOc1ccc(CCNC(=O)COC(=O)c2[nH]c(C)c(C(C)=O)c2C)cc1OCC
→ -7.7	1.3
78	CN1C(=O)[C@H]2[C@@H](c3ccc(C(F)(F)F)cc3)N[C@]3(CCCN(Cc4ccco4)C3=O)[C@H]2C1=O
→ 8.7	2.4
